Screening data: PubChem BioAssay, National Center for Advancing Translational Sciences (NCATS)
rTrxR1 inhibitor: rat TrxR1 inhibition. O89049. recombinant rTrxR1, NADPH fluorescence consumption, selenite substrate. Potency, µM (doses to about 114 µM), for the others: top-dose activity change, negative = inhibition, hits mostly inhibitors. 390,000 compounds, 1% hits; also: % is scaled to controls: 0 for no effect and ±100 for the full control effect; nearly all actives have a fitted effect of over 65% in size
Target sequence (O89049 whole entry, looked up): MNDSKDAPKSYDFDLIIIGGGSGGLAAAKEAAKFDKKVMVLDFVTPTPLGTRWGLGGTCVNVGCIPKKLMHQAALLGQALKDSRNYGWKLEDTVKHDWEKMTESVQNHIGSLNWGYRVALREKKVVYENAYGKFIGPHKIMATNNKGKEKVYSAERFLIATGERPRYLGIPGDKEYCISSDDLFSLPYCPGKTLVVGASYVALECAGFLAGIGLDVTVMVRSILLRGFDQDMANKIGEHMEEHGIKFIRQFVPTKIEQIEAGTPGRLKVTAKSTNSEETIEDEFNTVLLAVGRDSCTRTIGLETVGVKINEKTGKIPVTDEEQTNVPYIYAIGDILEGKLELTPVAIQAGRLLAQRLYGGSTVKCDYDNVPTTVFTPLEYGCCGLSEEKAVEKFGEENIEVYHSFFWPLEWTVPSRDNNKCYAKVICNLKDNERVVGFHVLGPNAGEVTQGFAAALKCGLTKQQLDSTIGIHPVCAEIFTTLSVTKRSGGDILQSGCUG
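Rat TrxR1 (90 nM in the dispensed reagent) was pre-reduced with 400 uM NADPH for 5 min at room temperature, then incubated with compound for 15 min. After 400 uM selenite was added, NADPH fluorescence (Ex 340/Em 450 nm) was followed for 8 min.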
RGS4 inh: blocks human RGS4-accelerated GTP hydrolysis | P49798 | Transcreener GDP fluorescence polarization, RGS4-accelerated GTP hydrolysis | Potency, µM (top dose mostly 114 µM), for inactives: top-dose activity change, negative = inhibition, hits mostly inhibitors | 390,000 compounds, 0.039% hits; also: % is scaled to controls: 0 for no effect and ±100 for the full control effect; nearly all actives have a fitted effect of over 75% in size; some results filed as inactive show a strong effect at the top dose
Target sequence (P49798 whole entry, looked up): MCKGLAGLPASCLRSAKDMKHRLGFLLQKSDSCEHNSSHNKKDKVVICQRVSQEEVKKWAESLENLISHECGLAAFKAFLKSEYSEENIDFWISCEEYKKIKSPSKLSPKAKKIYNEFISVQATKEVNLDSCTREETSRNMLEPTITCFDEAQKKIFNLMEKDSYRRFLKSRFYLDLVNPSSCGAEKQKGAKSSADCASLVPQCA
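MLSMR compounds (23 nl, pin-transferred) preincubated 10 min at room temperature with a 500nM (2x) first reagent, then RGS4 at 900nM (2x) plus Transcreener GDP mix added; fluorescence polarization (620/688 nm) read before and after 90 min at 30 °C.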
JMJD2A Tudor: inhibitors of human JMJD2A Tudor domain; O75164; Potency, µM (series often up to 114 µM), for the others: top-dose activity change, negative = inhibition, hits mostly inhibitors; 390,000 compounds, 4.4% hits; AlphaScreen JMJD2A-Tudor / H3K4me3 peptide binding; also: % is scaled to controls: 0 for no effect and ±100 for the full control effect; nearly all actives have a fitted effect of over 50% in size
GLS inh: blocks human kidney-isoform glutaminase activity; O94925; GLS enzymatic activity, qHTS titration; Potency, µM (highest dose often 45.5 µM), inactives show top-dose activity change, negative = inhibition, most hits filed as inhibitors; 410,000 compounds, 0.21% hits; AID 624170; also: % is scaled to controls: 0 for no effect and ±100 for the full control effect
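Compounds were pin-transferred onto hKGA, after which L-glutamine (1 mM solution) and a detection mix of glutamate oxidase, HRP and Amplex Red were added. Initial and 30 min RT fluorescence reads were collected.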
HP1b chromo inh: inhibitors of HP1-beta chromodomain binding to methylated histone tails | 390,000 compounds, 0.56% hits | AID 540317 | P83916 | AlphaScreen HP1-beta / biotin-H3K9me3 peptide binding | Potency, µM (series often up to 114 µM), without a hit: at the top dose activity change, negative = inhibition, usual class: inhibitors; also: nearly all actives have a fitted effect of over 70% in size; inactives centre near 23
Target sequence (P83916 whole entry, looked up): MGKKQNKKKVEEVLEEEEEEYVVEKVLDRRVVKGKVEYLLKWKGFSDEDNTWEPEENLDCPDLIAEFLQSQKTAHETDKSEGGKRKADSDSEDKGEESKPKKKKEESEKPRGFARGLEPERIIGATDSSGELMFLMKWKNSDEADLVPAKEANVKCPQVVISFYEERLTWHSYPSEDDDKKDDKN
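HP1-beta protein (50 nM final) preincubated 30 min at room temperature with biotinylated H3(1-18)K9me3 peptide (50 nM) in PBS pH 7.4, 0.01% Tween-20, then compound added for 30 min. AlphaScreen streptavidin donor/nickel chelate acceptor beads (10 ug/mL final), 30 min dark, luminescence read.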
ERG-DNA inh: ERG Ets/DNA interaction inhibition | Potency, µM (titrated, usually from 76.9 µM), without a hit: at the highest dose FP activity, negative = inhibition, usual class: inhibitors | P11308 | AID 624246 | fluorescence polarization, His-ERG Ets domain / labelled DNA | 370,000 compounds, 0.028% hits; active = well fitted inhibition curve with a large enough effect in the polarisation, with a control signal flat; inconclusive = small, poorly fitted or top-dose-only effect, or effect the other way, or a change in a side signal; inactive = no such curve, though single readings can be large or run the other way; the % refers to the polarisation;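 also: polarization taken with two DNA probes labelled with fluorescein and Texas red; % of control where 0% means no effect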
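His-tagged ERG Ets domain (1 uM in the protein solution; 300mM KCl, 50mM Tris-HCl, 1mM EDTA, 1mM DTT, pH 7.5) received compound, then a probe mix of 5 nM fluorescein-DNA and 100nM Texas-615-DNA. Fluorescence polarization was read for both dyes.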
Tb PGK inh: blocks T. brucei phosphoglycerate kinase | P07378 | PGK/GAPDH coupled, Kinase-Glo luminescence, 60 min | Potency, µM (doses to about 57.5 µM), without a hit: at the highest dose activity change, negative = inhibition, actives largely listed as inhibitors | 380,000 compounds, 0.043% hits | AID 602233; also: % is scaled to controls: 0 for no effect and ±100 for the full control effect; nearly all actives have a fitted effect of over 60% in size
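Luminescent ATP detection (Kinase-Glo Plus) follows a 60-minute room-temperature incubation, with wells lacking PGK as controls. Buffer: 100 mM TEA (pH 7.6), 5 mM MgCl2, 0.01% Tween-20. Coupling enzyme GAPDH (100 nM final) supplies unstable 1,3-BPG in-well.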
Pin1 inh: blocks the human prolyl isomerase Pin1; Potency, µM (titrated, usually from 115 µM), for the others: at the highest dose activity, negative = inhibition, hits mostly inhibitors; Q13526; Pin1 FP peptide displacement, HiFluor488, 10 min; AID 504891; 390,000 compounds, 0.009% hits; active = well fitted inhibition curve with a large enough effect in the polarisation, with a control signal flat, not every such curve was filed as active; inconclusive = small, poorly fitted or top-dose-only effect, or effect the other way, or a change in a side signal; inactive = no such curve, though single readings can be large or run the other way; the % refers to the polarisation; also: % is scaled to controls: 0 for no effect and ±100 for the full control effect
Target sequence (Q13526 whole entry, looked up): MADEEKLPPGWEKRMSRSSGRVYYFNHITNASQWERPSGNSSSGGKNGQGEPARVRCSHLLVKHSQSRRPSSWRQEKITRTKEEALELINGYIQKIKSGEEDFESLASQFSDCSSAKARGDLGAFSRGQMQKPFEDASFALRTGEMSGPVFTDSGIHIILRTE
12-LOX inh: blocks human arachidonate 12S-lipoxygenase | P18054 | purified 12hLO, xylenol orange hydroperoxide absorbance | Potency, µM (series often up to 108 µM), for inactives: top-dose activity change, negative = inhibition, most hits filed as inhibitors | 580,000 compounds, 1.1% hits; also: % is scaled to controls: 0 for no effect and ±100 for the full control effect
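Purified human 12hLO (150 nM final) in 25 mM Hepes, 0.01% Triton X-100, pH 7.0 was preincubated 15 min at room temperature with compound. Then 40 uM arachidonic acid was added, 30 min. Hydroperoxide was read by Fe-XO absorbance ratio 573/405 nm.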
An asterisk follows results filed as active; i = inactive; ? = inconclusive; nt = no result given; & = joins results of further samples; [ ] = dose if it differs, or a comment. Unless noted, calls follow the shape of the dose curve; as a rule, active = well fitted curve in the direction sought with a large enough effect; inconclusive = small, poorly fitted or top-dose-only effect, or another doubt; inactive = no such curve, though single readings can be large; an effect the other way counts as inactive or inconclusive. Potency is read from the fitted curve at half-maximal effect.

Tb PGK inh | ERG-DNA inh | RGS4 inh | GLS inh | Pin1 inh | rTrxR1 inhibitor | 12-LOX inh | JMJD2A Tudor | HP1b chromo inh | SMILES
-9.7% | -3.0% | 10.3% | -13.9% | -2.0% | 17.4% | -27.3% | -10.3% | 23.2% | O=C(CSc1ccc2nnc(-c3ccc(F)cc3)n2n1)N1CCOCC1
i | 13.3% | -13.0% | 0.3% | -4.8% | 12.6% | 0.9%&2.7% | -18.6% | 20.3% | COc1cc(NC2c3ccccc3C(=O)N2Cc2ccccc2)cc(OC)c1OC (centres undefined)
nt | nt | 13.8% | 12.9% | -4.6% | 4.6%[57.1 µM] | -9.2% | -16.6% | 16.9% | CCN1CCN(/C=N/c2nc3c(s2)CCCC3)CC1
i | nt | -25.7% | -1.5% | 9.8% | 25.6% | 13.7% | -24.9% | 13.2% | CCOc1ccc2[nH]c(=O)c(CN(Cc3cccs3)Cc3nnnn3C(C)(C)C)cc2c1
i | -9.4% | -8.8% | -5.8% | -0.5% | 10.5% | 0.8% | 5.8% | 22.3% | O=C1CC(C2CCCO2)C(=O)N1c1cccc(Cl)c1 (centres undefined)
i | 4.9% | -23.4% | -19.3% | -12.0% | 16.0% | -22.7% | -15.0% | 13.6% | Cc1cc(C)c(NC(=O)CSc2nnc(CNC(=O)c3ccccc3F)o2)c(C)c1
1.8% | 7.4% | 14.1% | 0.8% | -1.2% | -10.9% | -13.6% | -6.0% | 33.1% | Cc1ccc(NC(=O)CSc2nnc(-c3cccnc3)s2)cc1
-3.4% | 0.1% | 29.8% | -6.3% | -2.0% | 5.7% | -13.5%&4.8% | -4.9% | 29.3% | Cc1cc2oc(C(=O)NC3CCS(=O)(=O)C3)cc(=O)c2cc1C (centres undefined)
0.5% | -5.5% | -1.5% | -0.7% | 7.6% | -10.1% | ? | -14.7% | 17.1% | CCOC(=O)N1CCN(C(=O)CN(c2ccc(C)c(C)c2)S(=O)(=O)c2ccccc2)CC1
-9.6% | 10.8% | 19.4% | 5.5% | -5.0% | 4.3% | -17.4% | -17.9% | 19.9% | Cc1cccc(C)c1NC(=O)COC(=O)[C@@H]1CCCN1C(=O)c1cccs1
i | -1.0% | -0.6% | 11.1% | -0.6% | 13.0% | -8.4% | 4.1% | 51.6%[activator] | Cc1ccc(C(=O)Nc2cc(S(=O)(=O)N3CCOCC3)ccc2N2CCCC2)cc1
-18.2% | -5.0% | -4.2% | -7.3% | 0.2% | 2.3% | 8.2% | -3.4% | 40.7%[activator] | CC(OC(=O)c1ccccc1)C(=O)NCCC1=CCCCC1 (centres undefined)
-7.3% | -6.8% | -3.2% | 3.1% | 0.1% | 4.9% | ? | -22.1% | 16.6% | Cc1c(C#N)c2ccccc2n1CC(=O)NCCc1c[nH]c2ccccc12
-6.0% | 3.5% | -20.3% | -3.8% | 1.9% | -2.9%[57.1 µM] | 0.5% | -9.7% | 22.7% | N=c1ncn(CC(O)CN2CCOCC2)c2nc(N3CCOCC3)[nH]c12 (centres undefined)
-3.2% | 2.2% | ? | -1.1% | 10.6% | 15.2% | -1.1% | 10.0% | 31.7%[activator] | O=C(Cn1nc(-c2ccccc2)ccc1=O)Nc1ccc(-n2cnnn2)cc1
-3.1% | 1.5% | 10.2% | 7.3% | -0.4% | 2.1%[57.1 µM] | -5.4% | -19.0% | -14.3% | Cc1ccc(S(=O)(=O)N(C)C)cc1NC(=O)C(C)N(C)CCOc1ccc(Cl)cc1 (centres undefined)
-2.5% | -4.8% | -4.2% | 0.1% | -0.2% | 2.4% | 425.7%[activator] | -8.2% | -4.4% | COc1cc(C)ccc1OCC(=O)OCC(=O)c1cc(C)n(CC2CCCO2)c1C (centres undefined)
-3.4% | -4.1% | -12.2% | -0.3% | -4.5% | ? | 0.0% | -30.1% | 36.5% | COC(=O)c1ccc(NC(=O)C2C3C=CC(O3)C2C(=O)O)cc1 (centres undefined)
-5.1% | 4.3% | -15.2% | 0.4% | -9.3% | -16.5% | 1.1% | -14.0% | 50.4%[activator] | Cc1cccc(OCC(=O)Nc2ccccc2C(=O)N2CCOCC2)c1
3.3% | 4.3% | -20.7% | -5.9% | 1.8% | -7.0%[57.1 µM] | -1.9% | -3.8% | 32.4% | NS(=O)(=O)c1ccc(NC(=O)/C=C/c2ccc3c(c2)OCO3)cc1
-9.7% | nt | 18.5% | 17.3% | 4.7% | 18.2% | -17.8% | 4.7% | 9.8% | CCOc1ccc(C(=O)NCCc2ccccc2)cc1
-28.2% | -16.3% | -22.4% | ? | nt | -23.8% | 18.5% | 50.1µM* | ? | CCc1ccc(N=C2NC(=O)/C(=C/c3cc(Br)c(OCC(=O)O)c(OC)c3)S2)cc1
-3.4% | 7.7% | 22.5% | -1.4% | -1.8% | -11.9% | 4.7% | -2.1% | 33.8% | Cc1c(C(=O)Nc2ccccn2)oc2c(Cl)cccc12
-10.8% | 5.8% | 6.4% | 10.3% | 8.7% | -1.6% | -11.6% | ? | -14.7% | COc1ccc(OC)c(C2Nc3c(C)cc(C)cc3-c3cc(C)nn32)c1 (centres undefined)
-3.1% | -4.7% | 12.5% | 7.6% | 0.0% | 1.8% | 118.6%[activator] | 4.8% | 14.3% | CCC(C)(C)NC(=O)C(c1cccn1C)N(Cc1ccc(C)cc1)C(=O)Cn1nnc2ccccc21 (centres undefined)
i | 1.4% | 2.5% | 0.0% | 0.3% | 10.8% | -0.7% | -14.8% | 9.4% | NNC(=O)c1cccc(S(=O)(=O)Nc2cc(Cl)ccc2Cl)c1
i | 5.6% | 1.3% | 0.8% | -5.5% | 15.0%[57.1 µM] | -16.2% | -20.0% | 27.4% | O=C(Nc1ccc(S(=O)(=O)N2CCOCC2)cc1)C1CCCCC1
-6.2% | -17.2% | 8.9% | 5.3% | -12.7% | 7.3%[11.4 µM] | ? | -2.6% | 23.2% | COc1cc(C2C(C(C)=O)=C(O)C(=O)N2CCN(C)C)ccc1O (centres undefined)
-9.8% | 6.6% | -2.9% | -1.1% | -6.9% | -29.6% | 2.3% | -1.6% | 40.2%[activator] | COc1cccc(C(=O)NCc2ccco2)c1OC
-2.3% | -2.2% | 8.9% | -4.1% | 6.7% | 3.9% | -3.8% | -6.6% | 39.4%[activator] | Cc1ccc(C)c(N2CCN(C(=O)Cn3ncc4c(=O)oc5ccc(C)cc5c43)CC2)c1
1.5% | 4.5% | 12.2% | 0.3% | 0.6% | 38.3% | -28.8% | -0.4% | 43.2%[activator] | CC1=C(C)CC(C(=O)NC2CCN(C(C)C)CC2)C(C(=O)O)C1 (centres undefined)
i | 3.5% | -14.0% | 0.1% | 1.0% | 0.1% | 9.3% | -27.9% | 10.8% | COc1ccc(C(=O)c2cn(Cc3ccccc3F)c3cc4c(cc3c2=O)OCCO4)cc1OC
i | 0.6% | -42.3% | -4.8% | 5.9% | 6.5%[57.1 µM] | -1.4% | -21.8% | -8.5% | CCCOC(=O)C1=C(C)NC(=O)NC1c1cc2c(cc1Br)OCO2 (centres undefined)
-1.9% | -1.3% | -8.5% | -11.7% | -3.3% | 20.9%[57.1 µM] | 117.8%[activator] | -8.2% | 10.8% | CC(C)C(=O)N1CCN(c2ccccc2NC(=O)c2ccc(C#N)cc2F)CC1
-7.5% | -7.1% | 19.1% | 5.3% | 0.1% | -1.7% | -1.2% | 39.7%[activator] | 100.2%[activator] | Cc1cc2ccc(C)c(C)c2nc1SCC#N
-6.8% | -11.3% | -9.6% | -1.7% | 17.0% | -8.8%[57.1 µM] | ? | -7.9% | 17.1% | Cc1ccc(NC(=O)c2c(F)cccc2Cl)cc1NS(C)(=O)=O
-0.1% | 5.5% | -9.5% | -1.1% | -15.1% | 6.3%[57.1 µM] | 0.0% | -15.0% | 31.2% | COc1ccc(C(=O)Oc2c(C)occc2=O)cc1OC
-3.4% | nt | 10.8% | 12.9% | 1.6% | 3.5% | -7.6% | -10.7% | 22.4% | OC1(c2ccccc2)C/C(=N\n2cnnc2)C=C1c1ccccc1 (centres undefined)
i | -8.3% | ? | 14.4% | -2.0% | 1.4%[57.1 µM] | -8.7% | -4.0% | -2.3% | CCOc1ccc(C(=S)N2CCN(C)CC2)cc1
0.5% | 0.0% | 3.7% | 8.3% | 4.9% | 26.9%[57.1 µM] | -12.5% | -15.6% | 17.5%[57 µM] | CCC(=O)N1CCc2cc(CNS(=O)(=O)c3cc(Cl)ccc3OC)ccc21
-8.3% | 1.4% | 6.4% | 9.3% | 1.1% | 8.8% | -3.2% | -4.1% | 18.5% | Cc1ccc(S(=O)(=O)N2CCN(C(=O)c3sccc3C)CC2)cc1
i | -3.9% | -11.8% | -0.3% | 13.8% | 7.4%[57.1 µM] | -8.2% | -9.1% | 35.2% | CCC1=C(OC(=O)N(CC)CC)N2C(=O)OC(=NCCOC)[C@]2(Cc2ccccc2)[C@H]2C1=CC[C@H]1C(=O)N(CC)C(=O)[C@H]12
4.6% | -7.1% | -27.8% | 0.4% | -9.0% | 14.7% | -18.4% | -7.9% | 23.9% | COc1ccc(CNC(=O)C2=CCN(S(=O)(=O)c3ccc(C)cc3)CC2)cc1
-1.2% | -0.4% | -24.3% | -2.1% | 7.0% | 25.2% | -5.2% | -12.7% | 26.0% | CCCc1cc(=O)[nH]c(SCC(=O)Nc2ccc(OCc3ccccc3)cc2)n1

These rows are one share of the data (hit frequency here may not be typical).
